Bioassay records from PubChem BioAssay.
HKDC1 inh = inhibitors of human hexokinase HKDC1 | hit rate 0.16% among 340,000 | inhibition, % at 20 µM | AID 493160 | Q2TB90 | recombinant HKDC1, G6PDH/diaphorase resazurin coupled fluorescence;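 active means inhibition above about 35% when tested at 20 µM, limit read from the data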;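 further: plate controls were DMSO wells with enzyme for no effect and DMSO wells lacking enzyme for full effect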
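Test system: Recombinant HKDC1 (HK5) hexokinase enzyme, produced in-house | Input: HKDC1 at 5 µg/mL | Buffer or medium: Tris pH 8.0 buffer with MgCl2, Tween-20, BSA, BME | Schedule: 90 min reaction incubation at room temperature, dark | Technique: Resazurin-to-resorufin fluorescence via G6PDH and diaphorase coupling, 525/613 nm | Controls: DMSO wells with and without enzyme mix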
ATG4B inhibitor = ATG4B (human) cysteine protease inhibition; Q9Y4P1; ATG4B cleavage of LC3-PLA2, NBD-HPC fluorescence, 1 h; inhibition, % at 8.33 µM; hit rate 0.51% among 340,000; AID 504462; in the data active means inhibition above about 40%
PfG6PD inh = PfG6PD (Plasmodium falciparum) enzyme inhibition | PfGluPho enzyme, NADPH resazurin-diaphorase fluorescence | inhibition, % at 20 µM | hit rate 0.78% among 350,000;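 active means inhibition reaching at least a set limit at 20 µM in the primary screen, cut at about 59% in these data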;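 further: 0% = DMSO wells with substrate and 100% = DMSO wells lacking glucose-6-phosphate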
GRIN3A LBD mod = modulates the human NR3A ligand-binding domain. Tm shift relative to glycine control, % at 25 µM. NR3A LBD differential scanning fluorimetry, Tm shift; 0% = protein alone, 100% = glycine-bound protein. hit rate 2.5% among 340,000;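 active means melting temperature shift of at least 10% of the positive control shift, at one fixed dose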
MPTP inh = inhibitors of mitochondrial permeability transition pore | isolated mouse mitochondria, Ca2+ swelling absorbance, 30 min | inhibition, % at 10 µM | hit rate 1.4% among 360,000;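 active means inhibition of 50% or more, scaled per plate between neutral and stimulator controls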;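 further: 0% = DMSO wells given calcium and 100% = 1 mM EGTA wells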
SENP6 block = SENP6 protease inhibition; hit rate 1.8% among 330,000; Q9GZR1; Recombinant SENP6 catalytic domain, aminoluciferin luminescence; inhibition, % at 10 µM;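 active means inhibition above about 50% at the single tested dose, limit read from the data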;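 further: plate controls were DMSO wells with enzyme for no effect and DMSO wells lacking enzyme for full effect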
Target sequence (Q9GZR1 628-1112 limits assumed): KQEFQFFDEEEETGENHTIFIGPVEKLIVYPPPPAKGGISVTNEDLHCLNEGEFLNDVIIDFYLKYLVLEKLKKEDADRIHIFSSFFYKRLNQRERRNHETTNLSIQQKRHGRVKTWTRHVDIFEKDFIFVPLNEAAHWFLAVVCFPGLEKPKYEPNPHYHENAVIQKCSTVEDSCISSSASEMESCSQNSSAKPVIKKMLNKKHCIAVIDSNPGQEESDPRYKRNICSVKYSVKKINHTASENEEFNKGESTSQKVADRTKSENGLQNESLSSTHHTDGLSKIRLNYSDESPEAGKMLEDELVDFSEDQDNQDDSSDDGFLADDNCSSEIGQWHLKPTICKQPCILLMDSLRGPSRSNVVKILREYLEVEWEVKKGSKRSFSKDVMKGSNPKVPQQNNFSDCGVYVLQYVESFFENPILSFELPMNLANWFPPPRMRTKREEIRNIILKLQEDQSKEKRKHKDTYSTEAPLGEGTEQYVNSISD
SENP7 inh = inhibitors of human SENP7 protease. Q9BQF6. hit rate 1.5% among 330,000. AID 434973. inhibition, % at 5 µM. recombinant SENP7, Z-RLRGG-aminoluciferin luminescence, 40 min;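 active means inhibition above about 50% at the single test dose, limit read from the data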;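 further: plate controls were DMSO with enzyme for no effect and no enzyme buffer wells for full effect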
Target sequence (Q9BQF6 706-1050 limits assumed): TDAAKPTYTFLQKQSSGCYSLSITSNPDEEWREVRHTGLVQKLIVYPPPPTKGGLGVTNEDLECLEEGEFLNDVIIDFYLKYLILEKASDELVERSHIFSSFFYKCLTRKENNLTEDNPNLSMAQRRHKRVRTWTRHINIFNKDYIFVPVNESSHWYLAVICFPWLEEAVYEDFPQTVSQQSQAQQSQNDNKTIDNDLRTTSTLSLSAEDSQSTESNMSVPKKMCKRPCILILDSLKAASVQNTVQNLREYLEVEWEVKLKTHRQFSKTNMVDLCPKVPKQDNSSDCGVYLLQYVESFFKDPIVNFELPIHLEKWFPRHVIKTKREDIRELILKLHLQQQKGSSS
SENP8 block = SENP8 (human) protease inhibition | recombinant SENP8, Nedd8 substrate fluorescence | inhibition, % at 20 µM | hit rate 0.64% among 360,000; in the data active means inhibition mostly above about 40%, no sharp cut-off; inactive means mostly below about 27%
Target sequence (Q96LD8 whole entry, looked up): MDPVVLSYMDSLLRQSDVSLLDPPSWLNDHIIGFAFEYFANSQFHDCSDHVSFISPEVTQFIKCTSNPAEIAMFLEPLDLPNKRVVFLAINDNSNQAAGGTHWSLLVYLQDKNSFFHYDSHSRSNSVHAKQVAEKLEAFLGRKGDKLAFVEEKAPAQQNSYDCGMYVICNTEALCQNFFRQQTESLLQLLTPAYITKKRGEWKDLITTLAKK
* = called active by the depositor; . = not tested or not shown. The order is random; any-hit rate near 6.9%.

SMILES	HKDC1 inh	ATG4B inhibitor	PfG6PD inh	GRIN3A LBD mod	MPTP inh	SENP6 block	SENP7 inh	SENP8 block
COc1ccc(N(C)C(=O)C2CCCN2S(=O)(=O)c2cccc3nsnc23)cc1 (centres undefined)	-8	-5	5	3	-2.0	-6	6	16
CC(C)(C)c1csc(NC(=O)Nc2ccccc2)n1	-5	10	28	-3	3.9	-1	-6	7
Cc1cccc(NC(=S)NC2CC3CCCC(C2)N3Cc2cccs2)c1 (centres undefined)	-4	23	3	-4	4.1	-10	2	17
COc1cc2nc(N3CCN(C(=O)OCc4ccccc4)[C@H](C(=O)NC(C)(C)C)C3)nc(N)c2cc1OC	5	-12	11	2	-1.8	-2	0	-389
Fc1ccccc1Cn1nnc2c(NCc3ccccn3)ncnc21	-3	-2	-7	4	-2.7	6	1	3
O=S(=O)(NCc1ccccc1F)c1cccc(S(=O)(=O)N2CCOCC2)c1	-13	4	-19	-2	-0.5	-10	7	-28
Nc1ccc(Nc2nc(-c3cc4ccccc4oc3=O)cs2)cc1	-2	-6	11	5	0.9	28	10	21
Cc1cc(C)cc(NC(=O)C2C3C=CC4(O3)C2C(=O)N(CCCN(C)C)C4C(=O)NC2CCCC(C)C2C)c1 (centres undefined)	-3	10	-6	0	-1.0	-4	-5	8
CC(=O)c1cccc(NCC(=O)N2CCN(S(=O)(=O)c3ccccc3)CC2)c1	2	-5	16	4	-0.9	-7	-1	-29
O=C(CCc1nc2ccccc2s1)N1CCN(c2ccccc2)CC1	-7	-10	22	-1	-0.4	-25	5	15
CCC(C)(C)n1nnnc1C(c1cc2ccc(OC)cc2[nH]c1=O)N1CCc2ccccc21 (centres undefined)	6	-14	10	-4	-0.3	6	27	-146
Cc1nc2ccccc2c(=O)n1NC(=O)c1cccc([N+](=O)[O-])c1	-9	-1	-13	-1	-0.9	-26	-5	4
NC(=O)c1ccc(NC(=O)COC(=O)CC23CC4CC(CC(Br)(C4)C2)C3)cc1	3	-6	11	-7	-0.8	-5	10	9
CC1(C)Cc2ccccc2-c2nc(NCCCO)[nH]c(=O)c21	-3	-12	-5	-1	5.4	-26	2	-385
O=C(CCCOc1ccc(Cl)cc1Cl)n1nnc2ccccc21	16	-1	1	-1	0.4	-19	7	10
O=S(=O)(Nc1ccc(Cc2ccncc2)cc1)c1ccc(Cl)s1	4	-6	-5	-4	8.9	-10	-6	12
O=C(N/N=C/c1ccccc1Br)c1ccc(CSc2cccc3cccnc23)cc1	1	8	10	3	3.3	10	2	-302
CCn1nnc(NC(=O)COc2ccc(C3CCCCC3)cc2)n1	-7	3	-2	0	20	1	3	7
c1ccc(OCCN2CCNCC2)cc1	1	4	-9	-3	-1.0	.	.	19
FC(F)(F)c1nc(-c2ccccc2)ncc1-c1nnnn1-c1ccccc1	-1	-4	12	-4	11	3	0	19
COC(CNS(=O)(=O)c1ccc(Cl)cc1)c1ccccc1 (centres undefined)	-2	4	-2	0	1.1	8	7	23
O=C(Cc1ccccc1)Nn1c(-c2ccccc2)nc2ccccc2c1=O	1	-4	-9	-1	-1.7	7	7	13
O=C1CN(S(=O)(=O)c2cccc(Cl)c2Cl)CCN1	-2	-7	3	0	-0.5	-10	3	9
CCOc1cccc2cc(C(N)=O)c(=NCc3ccccc3)oc12	-9	6	1	1	1.9	6	7	-4
Clc1ccc(CSc2nnc(-c3c[nH]c4ccccc34)o2)cc1	-2	11	29	27*	8.6	-10	-3	7

(further entries)
SMILES	HKDC1 inh	ATG4B inhibitor	PfG6PD inh	GRIN3A LBD mod	MPTP inh	SENP6 block	SENP7 inh	SENP8 block
COc1ccc(OCC(=O)OCC(=O)NC2CCCC2)cc1	-7	-16	5	1	-1.3	5	1	2
Cc1cccc(OCCNC(=S)NC(=O)c2cncc(Br)c2)c1	-4	0	-6	10*	1.4	-8	-9	4
COc1ccc(C(=O)Nc2cccc(C)n2)cc1S(=O)(=O)N1CCCc2ccccc21	2	-17	16	-6	1.3	.	.	15
COc1ccc(C(CNC(=O)C(=O)NC2CCCCC2)N2CCN(C)CC2)cc1 (centres undefined)	-6	6	9	-1	0.4	-1	2	4
CC(C)(C)OC(=O)C[C@H]1C/C=C\C[C@H](CC(=O)N(CCO)Cc2ccccc2)C(=O)NCCOC1=O	-6	4	-4	-3	0.0	-5	-5	6
O=C(CSc1nnc(NC(=O)C2CC2)s1)Nc1cccc(F)c1	-5	0	-6	14*	0.6	2	-14	8
CCn1c(N2CCN(CC(=O)c3c(C)n(C)c4ccccc34)CC2)nc2c1c(=O)[nH]c(=O)n2C	-6	-8	-7	-1	10	11	1	30
O=C(OC1CCOC1=O)C1CCN(S(=O)(=O)c2ccc(Cl)c(C(F)(F)F)c2)CC1 (centres undefined)	-2	-8	-9	4	-1.1	-5	-10	8
CC(C)N=C(NC#N)SCC(=O)NC(C)(C)C	3	12	-7	-2	2.2	-11	-6	6
COCCN(CC(=O)Nc1cccc(C)c1C)C(=O)Cc1cccs1	-5	-6	1	0	-2.6	7	-8	-6
COc1cc(-c2nc(-c3ccccc3)c(-c3cccs3)[nH]2)cc(OC)c1O	-1	-12	34	0	3.6	-3	2	-283
CC1CCN(C(=O)c2ccc(N3C(=O)C4CCC(C)CC4C3=O)cc2)CC1 (centres undefined)	-4	0	-1	1	4.2	6	-10	22
CC(=O)c1ccccc1NC(=O)COC(=O)/C=C/c1ccc(OC(F)F)cc1	-4	0	3	2	-1.1	-5	-9	1
O=C(Cc1cccc2ccccc12)Nc1ccc2c(c1)C(=O)NC2=O	1	-15	-13	-8	7.1	1	-2	-120
CCN(CC)S(=O)(=O)c1cccc(-c2nc3n(n2)Cc2ccccc2-3)c1	-12	27	22	-10	2.1	-13	8	25
COc1ccc(Br)cc1C(C[N+](=O)[O-])c1c(N)n(C)c(=O)n(C)c1=O (centres undefined)	0	-4	-3	2	1.3	-20	-1	-2
CC(C(=O)Nc1ncc2c(n1)CC(C)(C)CC2=O)N1C(=O)c2ccccc2C1=O (centres undefined)	-6	-2	-6	0	-0.2	17	3	18
Cc1cccnc1NC(=S)Nc1ccc(Br)cc1Cl	0	-7	12	-16	0.9	5	-10	7
Cc1ccccc1OCCCC(=O)Nc1ccccc1C(F)(F)F	-1	0	2	2	4.4	-8	-7	19
O=C(CCNC(=O)c1ccc(Br)o1)NC1CCCC1	-19	-1	-7	-1	-0.7	6	-3	4
O=C(Nc1ccccc1C(=O)O)c1cccc(NC(=O)c2ccccc2Br)c1	-1	0	-10	-4	1.4	13	-13	7
O=C(O)c1cccc(NC(=S)NC(=O)c2cccc(OCc3ccccc3)c2)c1	4	3	-16	2	0.1	56*	-4	18
C=CCn1c(O)c(N=Nc2ccccc2)c2ccccc21	2	7	27	2	3.4	6	0	-34
CCc1cc(=O)oc2cc(OCC(=O)NCCCN3CCCC3=O)c(Cl)cc12	-1	-3	8	-3	-0.6	13	2	-115
CN1CCN(CCCNC(=O)CCc2nnc3n(Cc4ccccc4Cl)c(=O)c4ccccc4n23)CC1	-3	4	-8	0	-0.1	-26	-4	7

(cont.)
SMILES	HKDC1 inh	ATG4B inhibitor	PfG6PD inh	GRIN3A LBD mod	MPTP inh	SENP6 block	SENP7 inh	SENP8 block
CCn1cc(/C=C(\NC(=O)c2ccc(C)cc2)C(=O)NCCN2CCOCC2)c2ccccc21	1	0	-9	-3	-1.2	-9	4	3
O=C(N/N=C1\CCc2ccccc21)c1ccccc1O	7	0	16	1	0.5	71*	78*	-13
COCCNC(=O)c1cccc2c1-c1ccccc1C2=O	-1	-7	-5	0	-1.6	13	0	20
O=C(OCc1ccc2c(c1)OCO2)c1ccc(S(=O)(=O)N2CCCC2)cc1	2	0	-6	-1	-0.9	-11	4	12
Nc1nnc(CC(=O)N/N=C\c2ccc(-c3cccc(Cl)c3)o2)s1	0	-16	17	-5	3.0	-13	4	-223
O=C(NCc1cccnc1)C1c2ccccc2C(=O)N1C1CCCCCCC1 (centres undefined)	10	-3	-15	0	-1.3	-12	-2	10
COc1ccc(NC2=NCC(=O)N2c2ccccc2)c(OC)c1	-1	-8	2	0	1.6	-8	8	21
Cc1ccc(CNC(=O)c2ccc(Br)o2)cc1	-6	-1	2	-3	0.1	0	21	13
COC(=O)C1(C)CCC(C(=O)Nc2ccccc2)C1(C)C (centres undefined)	-3	5	5	2	1.0	4	5	8
CC(NC(=O)COC(=O)CCc1ccccc1)c1ccccc1 (centres undefined)	-14	2	1	0	0.9	-11	-5	10
COC(=O)c1cc(NS(=O)(=O)c2cccs2)cc(NS(=O)(=O)c2cccs2)c1	32	-8	11	-7	1.1	-6	-4	-28
Cn1c(SCC(=O)NCC2CCCO2)nnc1-c1cccc(NC(=O)c2ccccc2F)c1 (centres undefined)	-3	-7	3	0	-1.2	1	-5	18
CSCCC1NC(=O)N(CC(=O)Nc2cccc3ccccc23)C1=O (centres undefined)	-7	-11	7	4	2.0	-6	-5	13
CC(C)CN(CC(C)C)C(=O)CS(=O)(=O)Cc1ccccc1	-6	-2	9	2	1.5	-27	1	-3
O=C(NCCSc1c[nH]c2ccccc12)c1ccc(Br)o1	4	-6	-2	-9	0.9	9	4	3
COc1cccc(Cn2nnc3c(=O)[nH]c(C4CCCN(C(=O)c5ccccc5Cl)C4)nc32)c1 (centres undefined)	9	-11	-16	-1	-2.2	-16	-2	9
COc1ccc(OC)c2c1CC(C)(C)NC2=O	-3	10	0	-1	-0.4	-1	-5	-463
Cc1c(CC(=O)O)c(=O)oc2cc(OCc3nn[nH]n3)ccc12	-5	-9	-10	2	-0.5	-8	0	-422
Cc1cc(NC(=O)CSc2ncccn2)no1	-7	-1	-4	-2	-0.5	-10	-1	10
O=C(Nc1cnn(Cc2ccc(Cl)cc2Cl)c1)c1cc(-c2cccs2)on1	-1	22	5	-3	1.3	-1	5	6
Cc1ccc(CNC(=O)c2ccccc2CCc2ccccc2)cc1	-4	46*	-11	-9	0.5	-11	-2	-2
COC(=O)c1ccc(Cn2nc(-c3cc(C)ccc3C)ccc2=O)cc1	4	-7	8	0	-0.9	6	-5	10
CCN(CC)C(=O)c1cc2c(=O)c3cc(Cl)ccc3oc2nc1C	-6	-15	-6	-2	-0.6	-1	-3	-51
CCCCn1c(SCc2ccc(C(=O)OC)o2)nc2cc(S(N)(=O)=O)ccc21	2	-10	35	0	7.9	1	6	11
CCNC(=O)NC(=O)C(C)Sc1ncc(C(F)(F)F)cc1Cl (centres undefined)	-9	-1	-12	5	0.7	-6	9	3
COc1cccc(CCNc2ccc(N3C(=O)CC(C)C3=O)cc2[N+](=O)[O-])c1 (centres undefined)	-3	28	16	2	5.7	-12	-5	39
COc1ccc(CC(=O)c2ccc(OC)c(OC)c2)cc1	-4	2	-8	-11	-0.2	13	8	19

Some of these compounds in order of formula weight, rising:
SMILES	HKDC1 inh	ATG4B inhibitor	PfG6PD inh	GRIN3A LBD mod	MPTP inh	SENP6 block	SENP7 inh	SENP8 block
Cc1cc(NC(=O)CSc2ncccn2)no1	-7	-1	-4	-2	-0.5	-10	-1	10
Cc1ccc(CNC(=O)c2ccc(Br)o2)cc1	-6	-1	2	-3	0.1	0	21	13
CCN(CC)C(=O)c1cc2c(=O)c3cc(Cl)ccc3oc2nc1C	-6	-15	-6	-2	-0.6	-1	-3	-51
COC(=O)c1ccc(Cn2nc(-c3cc(C)ccc3C)ccc2=O)cc1	4	-7	8	0	-0.9	6	-5	10
COc1cccc(CCNc2ccc(N3C(=O)CC(C)C3=O)cc2[N+](=O)[O-])c1 (centres undefined)	-3	28	16	2	5.7	-12	-5	39
COC(=O)c1cc(NS(=O)(=O)c2cccs2)cc(NS(=O)(=O)c2cccs2)c1	32	-8	11	-7	1.1	-6	-4	-28
COc1cccc(Cn2nnc3c(=O)[nH]c(C4CCCN(C(=O)c5ccccc5Cl)C4)nc32)c1 (centres undefined)	9	-11	-16	-1	-2.2	-16	-2	9

One compound at a time (already shown). Values in the order: HKDC1 inh, ATG4B inhibitor, PfG6PD inh, GRIN3A LBD mod, MPTP inh, SENP6 block, SENP7 inh, SENP8 block
CCn1cc(/C=C(\NC(=O)c2ccc(C)cc2)C(=O)NCCN2CCOCC2)c2ccccc21 is entered as 1, 0, -9, -3, -1.2, -9, 4, 3
Cc1cc(NC(=O)CSc2ncccn2)no1 is entered as -7, -1, -4, -2, -0.5, -10, -1, 10
